TR-FRET SRC-2 ct: counter-screen for PPARgamma SRC-2 recruitment agonists: TR-FRET artefact; 200,000 compounds, 0.4% hits; active compounds read high; TR-FRET ratio at 8 µM; in the data active means TR-FRET ratio above about 2000; further: inactives centre near 1500
bIAP inhibitor: blocks bovine intestinal alkaline phosphatase activity | inhibition, % at 20 µM | 190,000 tested, under 10 active | purified bovine IAP, CDP-star luminescence, 30 min;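 active means over 50% inhibition of intestinal alkaline phosphatase at 20 µM in the single-dose screen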
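test system = bovine IAP enzyme | medium = DEA buffer 100 mM, pH 9.8, with MgCl2 1.0 mM, ZnCl2 0.02 mM | detection = luminescence | dosing = single compound dose of 20 µM, 2% DMSO final | incubation = 30 min reaction at room temperature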
PPARg SRC3 recr: agonists of human PPARgamma SRC-3 coactivator recruitment. P37231. AID 731. activation, % at 8 µM. biochemical PPARgamma/SRC-3 coactivator recruitment assay. 200,000 compounds, 0.26% hits; in the data active means activation above about 23%;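 further: 0% = DMSO and 100% = reference agonist; some compounds past the cut are filed as inactive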
Target sequence (P37231 whole entry, looked up): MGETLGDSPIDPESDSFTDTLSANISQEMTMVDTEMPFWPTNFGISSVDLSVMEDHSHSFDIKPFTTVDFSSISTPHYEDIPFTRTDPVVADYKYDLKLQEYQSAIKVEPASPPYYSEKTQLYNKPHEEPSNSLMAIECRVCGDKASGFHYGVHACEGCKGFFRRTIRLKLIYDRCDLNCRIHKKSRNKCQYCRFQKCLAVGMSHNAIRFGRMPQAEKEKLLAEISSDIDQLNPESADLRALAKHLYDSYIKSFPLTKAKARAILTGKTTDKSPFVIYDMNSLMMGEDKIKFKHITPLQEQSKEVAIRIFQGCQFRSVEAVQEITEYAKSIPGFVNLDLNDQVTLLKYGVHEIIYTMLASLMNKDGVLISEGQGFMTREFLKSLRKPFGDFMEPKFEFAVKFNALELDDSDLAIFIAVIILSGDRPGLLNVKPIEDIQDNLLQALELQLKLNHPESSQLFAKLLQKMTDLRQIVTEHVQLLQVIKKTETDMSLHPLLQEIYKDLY
HMGR II inh: E. faecalis class II HMG-CoA reductase inhibition | purified E. faecalis HMGR, NADPH absorbance 340 nm kinetic | AID 1066 | 190,000 compounds, 0.41% hits | inhibition, % at 10 µM;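 active means inhibition above a set limit, the median over all tested compounds plus 3 SD, cut at about 9.5% in these data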;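 further: enzyme runs in reverse so mevalonate oxidation gives rising NADPH absorbance; 0% = complete reaction with DMSO and 100% = background rate lacking mevalonate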
PPARg SRC-1 ag: promotes SRC-1 coactivator recruitment by human PPARgamma; P37231; 200,000 compounds, 0.41% hits; PPARgamma-SRC-1 coactivator recruitment biochemical assay; activation, % at 8 µM; in the data active means activation above about 19%;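 further: 0% = DMSO and 100% = reference agonist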
TNAP inh hi DEA: inhibitors of human TNAP at high phosphate acceptor concentration. purified TNAP, CDP-star luminescence, 1 M DEA. 200,000 compounds, 0.03% hits. inhibition, % at 20 µM. AID 1135;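 active means over 50% inhibition of tissue-nonspecific alkaline phosphatase at 20 µM in the single-dose screen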;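 further: plate controls were DMSO wells for no effect and EDTA-quenched wells as full inhibition for full effect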
Target sequence (P05186 whole entry, looked up): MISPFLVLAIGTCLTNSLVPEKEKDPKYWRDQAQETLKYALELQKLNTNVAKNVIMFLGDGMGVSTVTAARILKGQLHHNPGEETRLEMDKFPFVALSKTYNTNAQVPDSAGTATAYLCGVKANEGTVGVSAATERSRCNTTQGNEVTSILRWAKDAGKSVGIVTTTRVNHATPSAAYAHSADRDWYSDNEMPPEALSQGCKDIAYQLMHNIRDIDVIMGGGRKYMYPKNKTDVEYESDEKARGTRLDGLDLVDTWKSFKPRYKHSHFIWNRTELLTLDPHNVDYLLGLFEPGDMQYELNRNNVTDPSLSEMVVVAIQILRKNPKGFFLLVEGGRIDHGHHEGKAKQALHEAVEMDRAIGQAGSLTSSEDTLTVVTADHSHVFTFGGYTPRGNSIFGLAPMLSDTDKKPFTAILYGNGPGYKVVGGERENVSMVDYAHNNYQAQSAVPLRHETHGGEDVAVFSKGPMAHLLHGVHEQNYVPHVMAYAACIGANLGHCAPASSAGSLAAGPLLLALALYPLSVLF
TNAP inh no acc: TNAP (human) inhibition, acceptor-free conditions; AID 1012; inhibition, % at 20 µM; 200,000 compounds, 0.26% hits; P05186; purified TNAP, CDP-star luminescence, 30 min;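 active means tissue-nonspecific alkaline phosphatase inhibition above about 50% at 20 µM in the single-dose screen, limit read from the data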;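 further: 0% = DMSO negative control and 100% = EDTA positive control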
PPARg SRC2 recr: promotes SRC-2 coactivator recruitment by human PPARgamma. 200,000 compounds, 0.34% hits. AID 1032. activation, % at 8 µM. PPARgamma LBD-SRC-2 recruitment, biochemical. P37231; in the data active means activation above about 22%;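 further: 0% = vehicle and 100% = reference agonist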
TNAP act hiacc: activators of human TNAP at high phosphate acceptor concentration. purified TNAP, CDP-star luminescence, 1 M DEA, 30 min; active compounds read high; 0 = EDTA background, 1 = DMSO-only activity. activation factor at 20 µM. 200,000 tested, under 10 active. AID 1136;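 active means activation factor at least 2 at 20 µM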
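Dosing: 20 µM single point. System: human TNAP. Amount: TNAP 1/800 final. Incubation: 30 min, room temperature. Read-out: TNAP activation factor scaled between EDTA and DMSO control wells. Signal: luminescence from CDP-star hydrolysis. Medium: 1 M DEA, pH 9.8, Mg2+, Zn2+. Control set: EDTA negative control, DMSO positive control.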
bIAP activator: increases bovine intestinal alkaline phosphatase activity; 200,000 compounds, 0.17% hits; activation factor at 20 µM; purified bovine IAP, CDP-star luminescence, 30 min; active compounds read high; fold of DMSO-control signal, blank-subtracted;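 active means activation factor of 2 or more at 20 µM, a signal rise over negative controls twice the positive control's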
Numbers without * were called inactive; · = not tested or not shown.

SMILES	TR-FRET SRC-2 ct	bIAP inhibitor	PPARg SRC3 recr	HMGR II inh	PPARg SRC-1 ag	TNAP inh hi DEA	TNAP inh no acc	PPARg SRC2 recr	TNAP act hiacc	bIAP activator
CC(=NCC1CCCO1)c1c(O)[nH]c(=O)[nH]c1=O (stereo not given)	1461	7	-2	-2	4	-4	-11	-1	1	0.9
CC1=C(C(=O)OC(C)C)C(c2cncc(-c3ccc(F)cc3)c2)C(C#N)=C(N)O1 (stereo not given)	1744	1	2	-5	4	-8	-4	6	1.1	1
CCOc1cc(/C=N/NC(=O)c2ccc(CN3CCOCC3)cc2)ccc1OC	1616	-7	4	-7	-5	-2	-5	5	1	1.1
COc1ccc(-n2nc3c(c2NC(=O)c2ccc(S(=O)(=O)N4CCOCC4)cc2)CS(=O)C3)cc1 (stereo not given)	1484	5	0	-2	-6	-7	-4	1	1.1	0.9
Nc1nc(Cl)c(C=O)c(N2CCCCC2)n1	1750	-11	5	7	6	-6	-13	-1	1.1	1.1
Cc1cccc(C)c1NC(=S)NC(=O)CCc1ccccc1	1545	21	0	-2	2	-4	-1	5	1	0.8
COC(=O)c1nnn(-c2nc(N3CCOCC3)nc(N3CCOCC3)n2)c1C	1419	-17	-3	1	-4	1	-3	-3	1	1.2
CCOC(=O)c1c(-c2ccc(C)cc2)csc1NC(=O)c1cccc(N2C(=O)CCC2=O)c1	1502	5	1	-1	-2	-2	-8	4	1	1
CCc1cc[n+](C2=C([O-])c3ccccc3C(=O)/C2=N\S(=O)(=O)c2cccs2)cc1	1517	-18	2	-4	5	12	0	0	0.9	1.2
CCCC(NC(=O)c1ccco1)c1nc2ccccc2[nH]1 (stereo not given)	1405	5	-2	-3	-3	-2	-7	3	1	0.9
CCCn1c(C)cc(C(=O)CN2C(=O)c3cccc(N)c3C2=O)c1C	1509	6	2	-5	2	1	-7	6	1	0.9
O=C(O)/C=C\C(=O)N1CCc2ccccc21	1591	0	1	-3	5	-3	1	-4	1	1
COc1ccc(C(=O)NNC2=Nc3cccc4cccc2c34)cc1	1596	-19	14	-3	13	25	-27	6	0.8	1.2
O=C(O)C1CCCN1C(=O)Nc1ccc(F)cc1 (stereo not given)	1668	-2	-11	-4	8	-6	-8	0	1.1	1
Cc1cc(N)ccc1N=Nc1c(C)n(C)n(-c2ccccc2)c1=O	1737	19	5	-3	10	13	-1	8	0.9	0.8
O=C(Cc1cc(C(=O)O)c2ccccc2n1)Nc1ccccc1	1548	-11	-3	0	2	-2	10	0	1	1.1
O=C(c1ccc(CN2CCOCC2)cc1)N1CCN(c2ccccc2)CC1	1574	5	3	-3	-2	-3	-13	-9	1	1
CCOc1cc(C(=O)Nn2cnnc2)cc(OCC)c1OCC	1714	2	-1	-6	-1	-3	-9	11	1	1
COc1cc(/C=N/N2CCN(C3c4ccccc4-c4ccccc43)CC2)ccc1O	1549	14	7	0	5	-1	4	-7	1	0.9
CCC(Sc1nnc2c3ccccc3n(CC)c2n1)C(=O)Nc1sc2c(c1C#N)CCCC2 (stereo not given)	1466	12	-8	1	-1	14	-2	2	0.9	0.9
Cc1nn(C)cc1CNC(=O)c1cccc(F)c1	1383	3	-4	-4	-16	-1	-20	4	1	1
O=C(CCO)c1ccc(O)cc1	1676	9	5	-1	8	-4	-5	8	1	0.9
Cc1ccc(C2C(C#N)=C(N)Oc3n[nH]c(-c4cccs4)c32)cc1 (stereo not given)	1524	-28	19	1	1	7	9	12	0.9	1.3
N#C/C(=C\c1cccc([N+](=O)[O-])c1)C(=O)Nc1cccnc1	1731	13	8	-2	16	1	-5	15	1	0.9
Cc1ccnc(SCCn2c(Br)nc3c2c(=O)[nH]c(=O)n3C)n1	·	6	·	·	·	-6	-12	·	1.1	0.9
Cc1nc(SCC(=O)NCc2ccco2)c2oc3ccccc3c2n1	1721	0	-5	-9	0	-8	-12	6	1.1	1
CS(=O)(=O)NC1CCN(Cc2ccccc2)CC1	1407	9	-11	2	-1	-3	-11	3	1	0.9
CC1=C(C(=O)OCc2ccccc2)C(c2ccco2)C2=C(CC(C)(C)CC2=O)N1 (stereo not given)	1502	-9	-4	-3	-3	2	-4	-1	1	1.1
Cc1cccc(C)c1OCC(=O)NC(Cc1c[nH]c2ccccc12)C(=O)O (stereo not given)	1486	-19	-3	0	5	5	0	4	0.9	1.2
COCCCNC(=O)CN(c1cc([N+](=O)[O-])ccc1OC)S(C)(=O)=O	1683	14	7	-2	13	-6	-4	-4	1.1	0.9
CC1(C)Cc2c(sc3c2c(=N)n(Cc2ccco2)c(=O)n3CC(=O)Nc2ccccc2)CO1	1682	2	11	1	6	1	-4	12	1	1
CN(Cc1nc(-c2ccccn2)no1)S(=O)(=O)c1ccc(Cl)cc1	1630	10	13	-6	-1	-3	-8	7	1	0.9
CC1=C(Sc2ccccn2)C(=O)NC(C)(C)C1	1489	-8	0	-4	-3	-6	-12	1	1.1	1.1
C/C(=N\NC(=S)NC1CCCCC1)c1ccc(C#N)cc1	1698	-20	-2	-9	7	-3	-14	4	1	1.2
CCCOc1cccc(C(=O)O)c1	1515	0	4	-3	6	-3	-6	5	1	1
CCc1cn([C@H]2C[C@H](O)[C@@H](CO)O2)c(=O)[nH]c1=O	1369	6	1	-3	-1	3	-6	-3	1	0.9
CCOC(=O)CSc1nc2c(c(=O)n(C)c(=O)n2C)n1Cc1ccccc1F	1569	-3	6	1	12	-1	-8	6	1	1
COc1cccc(CC(NC(C)=O)C(=O)NC2CCN(C(=O)C3CC3)CC2)c1OC (stereo not given)	1682	-57	4	-5	-2	-7	-23	3	1.1	1.6
CCn1cc(C(=O)NCc2cccnc2)c(=O)c2cc(F)c(N3CCN(C(=O)c4ccco4)CC3)cc21	1453	1	-3	1	1	-6	-6	-9	1.1	1
COc1ccc(CNC(=O)CSc2n[nH]c(C)c2[N+](=O)[O-])cc1	1537	16	2	-5	-4	-1	-21	3	1	0.8
COc1ccc(OC)c(C2C(C(C)=O)=C(O)C(=O)N2CCc2ccc(OC)c(OC)c2)c1 (stereo not given)	1561	9	6	-3	1	-1	-10	8	1	0.9
O=c1cc(C(F)(F)F)[nH]c(=O)n1C1CCCCC1	1505	0	-14	3	6	-4	-11	-6	1	1
COc1cc(CNc2ccc(S(N)(=O)=O)cc2)ccc1OCC(=O)NC1CCCCC1	1640	9	10	4	6	0	-12	14	1	0.9
CC(C)c1cc(=O)oc2c3c4c(cc12)CCCN4CCC3	1470	-62	-1	5	6	-4	-43	4	1	1.6
CCC(=O)Nc1ccc(S(=O)(=O)N2CCc3ccccc3C2)cc1	·	13	·	-1	·	-8	22	·	1.1	0.9

Molecules listed so far that have a nitro group on carbon (three):
SMILES	TR-FRET SRC-2 ct	bIAP inhibitor	PPARg SRC3 recr	HMGR II inh	PPARg SRC-1 ag	TNAP inh hi DEA	TNAP inh no acc	PPARg SRC2 recr	TNAP act hiacc	bIAP activator
N#C/C(=C\c1cccc([N+](=O)[O-])c1)C(=O)Nc1cccnc1	1731	13	8	-2	16	1	-5	15	1	0.9
COCCCNC(=O)CN(c1cc([N+](=O)[O-])ccc1OC)S(C)(=O)=O	1683	14	7	-2	13	-6	-4	-4	1.1	0.9
COc1ccc(CNC(=O)CSc2n[nH]c(C)c2[N+](=O)[O-])cc1	1537	16	2	-5	-4	-1	-21	3	1	0.8

Remaining list, next part:
SMILES	TR-FRET SRC-2 ct	bIAP inhibitor	PPARg SRC3 recr	HMGR II inh	PPARg SRC-1 ag	TNAP inh hi DEA	TNAP inh no acc	PPARg SRC2 recr	TNAP act hiacc	bIAP activator
O=C1NC(CCc2ccccc2)C(=O)N1Cc1cccc2ccccc12 (stereo not given)	1658	-2	1	1	6	-3	-34	-4	1	1
CCOCCn1c(CN2CCN(c3ccccc3)CC2)nc2c1c(=O)n(C)c(=O)n2C	1477	·	-2	·	7	·	·	9	·	·
Cc1cc(C)c(NC(=O)COC(=O)/C=C/c2cccs2)c(C)c1	1766	1	-1	0	3	-1	13	-7	1	1
Cc1ccc2nc(N3CCN(C)CC3)c(C#N)cc2c1	1378	2	-2	-4	3	-10	-15	-4	1.1	1
CC1CCN(C(=O)CN(c2ccc3c(c2)OCO3)S(C)(=O)=O)CC1	1580	4	-11	0	0	0	-8	-1	1	1
CCCn1cc2c(c1-c1ccc(C)cc1)c(=O)n(C)c(=O)n2C	1596	-6	2	-2	6	-8	-7	-4	1.1	1.1
Cc1ccc(NC(=O)Cn2cc(S(=O)(=O)c3ccccc3)c(=O)c3cc(F)ccc32)cc1	1482	17	-1	3	1	-6	-10	-1	1.1	0.8
COc1ccccc1C(=O)Nc1ccc(C(=O)/C=C/c2cccs2)cc1	1499	6	-2	-1	0	-1	5	-8	1	0.9
O=C(C[N+]1(CC#Cc2ccccc2)CCCCC1)c1ccccc1	1524	-1	-4	-1	4	-4	-6	-5	1	1
COc1ccc2nc(NNC(=O)COc3ccccc3)sc2c1	1608	-12	2	-4	4	-3	-144	2	1	1.1
CCC(=O)NCCCCCCNC(=O)CC	1348	12	3	-6	3	-7	-15	0	1.1	0.9
Nc1cc(Cl)ccc1Oc1ccc(Cl)cc1	1569	12	-3	-2	3	-4	-10	4	1	0.9
CCN1/C(=C/c2ccc3ccccc3[n+]2CC)C=Cc2ccccc21	1377	·	3	0	0	49	46	0	0.5	0.3
COc1cc(-c2nc(-c3ccc4c(c3)-c3ccccc3S4(=O)=O)c(-c3ccccc3)[nH]2)cc(OC)c1OC	1399	10	13	-4	10	-2	-4	7	1	0.9
O=C(NCc1ccco1)c1nn2c(C(F)(F)F)cc(-c3cccs3)nc2c1Br	1440	3	6	-7	0	-2	-2	-4	1	1
CC(=O)Nc1ccc(S(=O)(=O)NCCOc2ccc(Cl)cc2C)cc1	1612	4	5	3	5	-2	-5	0	1	1
O=C(NCCn1cc(SCc2ccccc2)c2ccccc21)c1c(F)cccc1F	1419	-11	5	5	-5	-3	-1	1	1	1.1
O=C(CNS(=O)(=O)c1c(Cl)cccc1Cl)OCC(=O)N1CCN(c2ccccc2)CC1	1642	1	2	4	0	-6	-5	9	1.1	1
COc1cccc(CN2C(=O)Nc3ccccc3C(=O)N2C(C)(C)C)c1	1594	3	8	-2	0	-2	-12	12	1	1
CN(C(=O)CSc1nc(-c2ccccc2)cn1N)C(c1ccccc1)c1ccccc1	1732	12	3	-4	7	-9	-7	-1	1.1	0.9
CCN(CC(=O)Nc1ccccc1OC)CC(=O)Nc1ccccc1-c1ccccc1	1588	-8	0	1	-1	-5	1	-1	1.1	1.1
c1ccc(Cn2nnnc2C(c2ccccn2)N2CCOCC2)cc1 (stereo not given)	1514	10	-8	-1	0	-5	-5	1	1	0.9
COC(=O)c1cc2ccsc2n1Cc1cc(=O)n2ccccc2n1	1547	2	2	-4	4	0	-5	-7	1	1
CCOc1ccccc1NC(=O)C1CCN(c2ccc(S(=O)(=O)N3CCCC3)cc2)CC1	1482	-3	-10	-4	-4	-1	-6	-3	1	1
CC(=O)NCCc1nc2cc(NC(=O)c3ccccc3)ccc2n1C	1550	-14	0	2	-13	0	-15	-1	1	1.1
Nc1ccccc1Oc1ncc(C(F)(F)F)cc1Cl	1635	5	8	-7	5	-8	-12	5	1.1	0.9
CC(=O)c1c(C)cc(C)c(CSc2nc(C)cc(=O)[nH]2)c1C	1492	3	-1	-1	12	-3	-9	6	1	1

Bioassay records: PubChem, several laboratories
